p53ts 39C kill – cytotoxicity in p53ts cells at nonpermissive temperature; H1299-p53A138V viability at 39C, ATP luminescence, 24 h; actives 1.5% (n = 130,000); Potency, µM (series often up to 46.1 µM), for the others: at the top dose activity change, negative = cell killing, hits mostly cytotoxic; AID 902; note: nearly all actives have a fitted effect of over 55% in size
p53ts 32C kill – cytotoxicity in p53ts cells at permissive temperature | Potency, µM (doses to about 46.1 µM), for the others: at the top dose activity change, negative = cytotoxicity, hits mostly cytotoxic | actives 0.93% (n = 130,000) | H1299-p53A138V at 32C, ATP luminescence viability, 24 h | AID 924;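 note: 0% = DMSO and -100% = full killing by reference compound; nearly all actives have a fitted effect of over 55% in size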
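Cells: H1299 p53ts (A138V), 600/well, pre-incubated 16–30 h at 37C. Cpd up to 46 uM, 24 h, 32C. Readout: ATPlite luminescence, 20 min RT. Normalization: DMSO vs tamoxifen 100 uM. AC50 by Hill equation.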
Imprint erasure – induces erasure of genomic imprints in mouse ES cells; Potency, µM (top dose mostly 60.7 µM), without a hit: top-dose activity change, positive = activation, most hits filed as activators; AID 1948; mouse ES Peg3-LacZ reporter, beta-gal luminescence, 40 h; actives 0.02% (n = 110,000);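 note: 0% = negative control wells on the plate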
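Each well holds 300 Peg3LacZ-Neo (maternal) female ES cells incubated 40 h at 37C, 5% CO2. LacZ is measured by BetaGlo luminescence, with AC50 and maximum efficacy derived from dose-response curves.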
IkB signaling – suppresses IkB signaling in ABC-DLBCL reporter cells; ABC-DLBCL IkBa-CBG/CBR dual luciferase ratio, 4 h; response scale: scaled: untreated 0%, proteasome inhibitor 100%; Potency, µM (top dose mostly 57.1 µM), for inactives: at the top dose IkBa stabilization activation; actives 0.04% (n = 110,000); active = well fitted curve in the direction sought with a large enough effect in the signal ratio, not every such curve was filed as active; inconclusive = small, poorly fitted or top-dose-only effect, or a change in a side signal; the % refers to the signal ratio;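 note: the direction sought is a rising ratio; 0% = basal untreated cells and 100% = reference inhibitor full response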
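Curves were fitted separately to fusion (green), unfused (red) and ratio luminescence, then classed by r2, magnitude and activity. Cells: OCI-Ly3, 4 h compound plus doxycycline at 37C; 10 uM MG-132 defined full response.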
Active calls of the source: *; ? = inconclusive; . = not tested or not shown; & = joins results of further samples; [ ] = another dose, or the depositor's remark. Unless noted, calls come from the whole dose curve; as a rule, active = well fitted curve in the direction sought with a large enough effect; inconclusive = small, poorly fitted or top-dose-only effect, or another doubt; inactive = no such curve, though single readings can be large; an effect the other way counts as inactive or inconclusive. Unless noted, % is set by controls: 0 for no effect and ±100 for the full control effect; potency is the fitted concentration of half-maximal effect. A portion of the library (hit frequency here may not be typical).

#	structure	p53ts 39C kill	p53ts 32C kill	Imprint erasure	IkB signaling
1	O=C(CN1CC=C(c2ccccc2)CC1)NC(=O)NCc1ccco1	-3.8%	-3.2%	-9.6%	-1.1%
2	Cn1c(O)c(C=NCCCNC2CCCCC2)c(=O)n(C)c1=O	10.0%	4.3%	.	.
3	COc1cc(C2NCc3ccccc3-n3cccc32)ccc1O (stereo not drawn)	4.7%	7.1%	-10.1%	3.7%
4	Cc1nc2cc(C(F)(F)F)ccc2n1C1CCN(Cc2nnnn2Cc2ccc3c(c2)OCO3)CC1	20µM*	-21.5%	-18.8%	?
5	C[N+]1(C)C2CC[C@H]1CC(OC(=O)[C@@H](CO)c1ccccc1)C2 (stereo partly drawn)	12.5%[9.22 µM]	14.8%[9.22 µM]	10.4%[10.9 µM]	-0.5%[11.4 µM]
6	COc1cc2c(c(OC)c1OC)-c1ccc(O)c(=O)cc1[C@@H](NC(C)=O)CC2	-11.1%	-0.2%	-19.8%	3.5%[11.4 µM]
7	NC(C(=O)O)[C@@H]1CC(Cl)=NO1 (stereo partly drawn)	?	?	-2.1%	.
8	Cc1coc2c1CCC(C)C2 (stereo not drawn)	5.8%	10.7%[1.84 µM]	-1.3%	-1.0%
9	C[C@]12CC[C@H](O)C[C@@H]1CC[C@H]1[C@H]2CC[C@]2(C)[C@H](C(=O)CO)CC[C@@H]12	7.5%	-10.6%	.	3.4%
10	CN(CCC(N)CC(=O)NC1C=CC(n2ccc(N)nc2=O)OC1C(=O)O)C(=N)N (stereo not drawn)	-0.5%	-9.1%	4.9%	.
11	CCCCOC(=O)c1ccccc1C(=O)OCc1ccccc1	-4.8%	-21.0%[1.84 µM]	8.3%	?
12	Cc1ccc(C)c(NC2=NCCCS2)c1	2.0%	3.6%	-13.3%	0.5%
13	COC(=O)[C@]1(C)C[C@H]1[C@H](NP(=O)(c1ccccc1)c1ccccc1)c1ccccc1	-6.5%	-1.1%	-13.0%	.
14	c1ccc(-c2ccc(C(c3ccccc3)n3ccnc3)cc2)cc1 (stereo not drawn)	?	-19.3%	-16.4%	.
15	Cc1ccc(-n2c(/C=C/c3cccc4ccccc34)nc3ccccc3c2=O)cc1	?	14.6%	-11.8%[10.9 µM]	?
16	CC(=O)C1CC[C@H]2C3CC[C@@H]4CC(O)CC[C@@]4(C)C3CC[C@]12C (stereo partly drawn)	-10.6%	-19.4%	-18.8%	.
17	COc1ccc(CN2CCN(C(=O)COc3cccc(C)c3)CC2)c(OC)c1	-7.7%	-6.8%	?	?
18	CCc1cc2c(nc1CC)CCN(CC/C(C)=N/OC)C2	1.7%[9.22 µM]	6.7%[9.22 µM]	.	.
19	C[C@@]12CC[C@H]3[C@@H](CCC4=C(O)C(=O)CC[C@]43C)[C@H]1CCC2=O	2.9%	10.8%	.	0.3%
20	CCNCCC1(CC)C(=O)NC(=O)NC1=O	-4.9%[9.22 µM]	4.8%[9.22 µM]	5.5%[10.9 µM]	0.0%[11.4 µM]

11 structures out of the list, sorted by length of the SMILES, low to high:
#	structure	p53ts 39C kill	p53ts 32C kill	Imprint erasure	IkB signaling
12	Cc1ccc(C)c(NC2=NCCCS2)c1	2.0%	3.6%	-13.3%	0.5%
2	Cn1c(O)c(C=NCCCNC2CCCCC2)c(=O)n(C)c1=O	10.0%	4.3%	.	.
1	O=C(CN1CC=C(c2ccccc2)CC1)NC(=O)NCc1ccco1	-3.8%	-3.2%	-9.6%	-1.1%
17	COc1ccc(CN2CCN(C(=O)COc3cccc(C)c3)CC2)c(OC)c1	-7.7%	-6.8%	?	?
5	C[N+]1(C)C2CC[C@H]1CC(OC(=O)[C@@H](CO)c1ccccc1)C2 (stereo partly drawn)	12.5%[9.22 µM]	14.8%[9.22 µM]	10.4%[10.9 µM]	-0.5%[11.4 µM]
10	CN(CCC(N)CC(=O)NC1C=CC(n2ccc(N)nc2=O)OC1C(=O)O)C(=N)N (stereo not drawn)	-0.5%	-9.1%	4.9%	.
16	CC(=O)C1CC[C@H]2C3CC[C@@H]4CC(O)CC[C@@]4(C)C3CC[C@]12C (stereo partly drawn)	-10.6%	-19.4%	-18.8%	.
4	Cc1nc2cc(C(F)(F)F)ccc2n1C1CCN(Cc2nnnn2Cc2ccc3c(c2)OCO3)CC1	20µM*	-21.5%	-18.8%	?
19	C[C@@]12CC[C@H]3[C@@H](CCC4=C(O)C(=O)CC[C@]43C)[C@H]1CCC2=O	2.9%	10.8%	.	0.3%
13	COC(=O)[C@]1(C)C[C@H]1[C@H](NP(=O)(c1ccccc1)c1ccccc1)c1ccccc1	-6.5%	-1.1%	-13.0%	.
9	C[C@]12CC[C@H](O)C[C@@H]1CC[C@H]1[C@H]2CC[C@]2(C)[C@H](C(=O)CO)CC[C@@H]12	7.5%	-10.6%	.	3.4%

(more compounds)
#	structure	p53ts 39C kill	p53ts 32C kill	Imprint erasure	IkB signaling
21	Cc1ccc2nc(N3CCN(C)CC3)[nH]c2c1	-6.5%	-12.1%	-17.7%	-3.4%
22	CN1[C@@H]2CC[C@H]1CC(OC(=O)c1cc(Cl)cc(Cl)c1)C2 (stereo partly drawn)	?	-14.0%	-17.9%	0.1%&-3.1%
23	COc1ccc(C2NCc3ccc4c(c3-n3cccc32)OCO4)cc1O (stereo not drawn)	8.8%	-4.4%	-20.5%	5.4%
24	[O-][Cl+2]([O-])O	2.8%	3.9%[1.84 µM]	3.7%	6.1%
25	CC12CCCCC1=[N+]([O-])CN2O (stereo not drawn)	1.0%	3.4%	.	1.2%
26	O=C(c1ccc2c(c1)ncn2C1CCCCC1)N1CCC2(CC1)OCCO2	2.2%	6.5%	-22.5%	1.0%
27	CC(=O)OC1CC2C(C)(C)C(=O)C=C[C@]2(C)C2CC[C@]3(C)C(=CC(=O)OC3c3ccoc3)[C@]12C (stereo partly drawn)	79.0%[activator]	62.4%[activator]	-27.6%	.
28	COC(=O)Nc1nc2ccccc2[nH]1	-2.2%	-11.9%[1.84 µM]	-47.4%[inhibitor]	0.9%
29	CN(C)NC(=O)CCC(=O)O	6.7%	4.0%[1.84 µM]	-4.7%	-1.0%
30	O=c1cccc2n1CC1CC2CN2CCCC[C@H]12 (stereo partly drawn)	0.4%	4.4%	-8.8%	.
31	CC(C)CN1CCC2(CC1)CCN(C(=O)Oc1ccccc1)CC2	8.2%	-9.8%	.	4.8%[11.4 µM]
32	CSc1ccc(C(c2c(O)c3ccccc3oc2=O)c2c(C)n(C)n(-c3ccccc3)c2=O)cc1 (stereo not drawn)	2.8%	0.3%	-4.8%[10.9 µM]	8.8%
33	CC[C@]1(O)C(=O)OCc2c1cc1n(c2=O)Cc2cc3ccccc3nc2-1	?	-13.0%	-23.2%	?
34	C=CCn1c(O)c(C(C)=NCCN2CCOCC2)c(=O)[nH]c1=O	-0.5%	0.1%	27.0%	-0.4%
35	CCOc1ccc(CN(CCc2ccc3c(c2)OCO3)Cc2cccc(C)c2)cc1	-16.8%	-15.1%	-13.2%[10.9 µM]	?
36	Cn1c(O)c(C(=NCCN2CCCCC2)c2ccccc2Cl)c(=O)n(C)c1=O	18.8%	-7.7%	-15.2%	1.1%
37	c1cc(CN2CCCC3(CCNCC3)C2)ccn1	0.4%	-6.5%	.	0.3%[11.4 µM]
38	CNC(=O)N(C)c1nnc(C(C)(C)C)s1	-6.6%	-13.0%	-28.3%	.
39	CC1CCCC(=O)CCC/C=C/c2cc(O)cc(O)c2C(=O)O1 (stereo not drawn)	13.3%	17.6%	-2.9%	.
40	c1ccc(C2CO2)cc1 (stereo not drawn)	8.2%	9.2%[1.84 µM]	3.5%	-0.5%
41	O=C(c1ccc2c(=O)n(Cc3ccc4c(c3)OCO4)c(=S)[nH]c2c1)N1CCC2(CC1)OCCO2	21.6%	16.3%	-8.7%	0.0%
42	COc1ccc(C(=O)C(Cc2ccccc2)N(C)C)cc1 (stereo not drawn)	3.1%	-5.1%	-11.9%	0.6%
43	CC(=NCCCN1CCOCC1)c1c(O)n(Cc2ccccc2)c(=O)[nH]c1=O	6.8%	4.6%	-6.7%	-1.5%
44	O=c1[nH]c(=O)n(Cc2ccc(F)cc2)c(O)c1C=NCCN1CCCCC1	2.0%	1.0%	6.6%	-0.4%
45	CCC12CN3CCN(CC(C3)C1O)C2 (stereo not drawn)	-9.3%	1.0%	.	.
46	CC(C)[C@@]1(NC(=O)[C@@H]2C[C@H]3c4cccc5[nH]cc(c45)C[C@@H]3N(C)C2)O[C@]2(O)[C@H]3CCCN3C(=O)[C@H](Cc3ccccc3)N2C1=O	-5.9%[20.6 µM]	-2.3%[20.6 µM]	-4.4%[16.8 µM]	-2.1%[25.6 µM]
47	COc1ccc(-c2nc(CN3C(=O)CN=C(c4ccccc4Cl)c4cc(Cl)ccc43)c(C)o2)cc1OC	5.7%	11.2%	-9.8%[10.9 µM]	?
48	COC(=O)Nc1cccc(OC(=O)Nc2cccc(C)c2)c1	-14.8%	-13.4%[1.84 µM]	9.2%	-2.3%
49	CCCc1ccc(OCC(=O)Nc2ccc(Cl)cc2C(=O)c2ccccc2)cc1	-19.4%	-3.0%	-14.6%[10.9 µM]	-1.2%
50	O=C(COc1ccc(Cl)cc1)N1CCN(Cc2ccccc2)CC1	5.6%	0.7%	-27.3%	-1.9%
51	Oc1c(Cl)cc(Cl)cc1CN1CCN(Cc2ccccc2)CC1	-10.5%	-24.0%	-21.2%	?
52	CN1Cc2ccccc2[C@@H]2c3cccc4[nH]cc(c34)C[C@H]21	-23.3%	-1.3%	-27.8%	?
53	COc1ccc(C2=NCC(=O)N(CC(=O)NCc3ccco3)c3sc4c(c32)CCCC4)cc1	9.6%	1.8%	-17.4%	?
54	O=c1[nH]c(=O)n(CCC2=CCCCC2)c(O)c1C=NC1CCN(Cc2ccccc2)CC1	-1.7%	-7.7%	-10.0%	3.2%
55	CCC(=Nc1ccc2c(c1)CCC2)c1c(O)n(C)c(=O)n(C)c1=O	7.2%	-1.6%	-12.0%	1.5%
56	O=C(c1ccc(CS(=O)(=O)c2ccc(Br)cc2)o1)N1CCC2(CC1)OCCO2	5.2%	-8.7%	-8.6%	2.1%
57	O=P(/C(=N/O)N1CCCCC1)(N1CCOCC1)N1CCOCC1	5.3%	9.1%	-6.2%	-1.3%
58	COc1ccccc1N1CCN(Cc2ccccc2Cl)CC1	-8.5%	-23.4%	.	.
59	COc1cc(CC2C(=O)N(C)C(=O)N(C)C2=O)ccc1OCc1ccccc1	2.8%	-3.8%	-12.9%	1.9%
60	C[C@@H]1[C@@H]2Cc3ccc(O)cc3[C@@]1(C)CCN2CC1CC1	5.5%	-3.2%	.	-8.1%
61	Cc1ccccc1NC1=NCC(C)S1 (stereo not drawn)	1.7%	-0.6%	-22.3%	0.0%
62	CC(=O)[O][Hg][c]1ccccc1	1.58µM*	1µM*	-93.7%&-85.1%[inhibitor]	?
63	COC1=C[C@H]2C3=C([C@H]2C1=O)[C@H](NC(C)=O)CCc1cc(OC)c(OC)c(OC)c13	2.7%[20.6 µM]	1.3%[20.6 µM]	0.1%[16.8 µM]	2.1%[25.6 µM]
64	Oc1c(Cl)c(Cl)c(Cl)c(Cl)c1Cl	24.9%	-8.8%[1.84 µM]	0.1%&8.3%	?
65	COc1ccc2[nH]cc(C3=CCNCC3)c2c1	-2.9%	6.7%	-9.0%	?
66	c1cc2ccc3cccc4ccc(c1)c2c34	-3.0%	14.6%[1.84 µM]	?	-0.9%
67	O=C(CCCCCn1c(=S)[nH]c2ccccc2c1=O)N1CCC2(CC1)OCCO2	5.7%	4.5%	-17.4%	-0.9%
68	CC1(C)C(O)CC(O)[C@]2(C)C1CC(O)[C@]1(C)C2CC[C@@]2(C)C(c3ccoc3)CC3OC312 (stereo partly drawn)	-2.7%	-5.1%	-13.5%	.
69	CC1=CC(=O)C2=C(C)C[C@@H](O)[C@@H]3[C@@H](OC(=O)[C@H]3C)[C@H]12	8.8%[20.6 µM]	8.7%[20.6 µM]	-9.4%[16.8 µM]	1.1%[25.6 µM]
70	C1CCC(NC2CCCCC2)CC1	14.6%&2.7%	7.0%&3.9%[1.84 µM]	-7.2%&-4.3%	-0.3%&1.1%

Bioassay records deposited in PubChem by National Center for Advancing Translational Sciences (NCATS).
